EphA4 KYL inhibition: EphA4 ligand-binding antagonists – biochemical, colorimetric, mouse EphA4, primary screen (AID 689) | hit rate 0.1% among 62,000 | EphA4-AP binding to KYL peptide, pNPP A405; higher % means a stronger effect | one-dose inhibition, % at 10 µM; IC50 in µM for titrated hits; in the data active = a potency from the dose series; inactive = the rest, 99 in 100 with inhibition below about 22%
Numbers without * were called inactive. An excerpt; count on the stated rates, not on these rows.

Sample of the layout (five entries):
What do the screens show for `Cn1nc(C(F)(F)F)c(C(=O)Nc2cccc(C(F)(F)F)c2)c1SCc1ccc(Cl)cc1`?
EphA4 KYL inhibition: -5%

Results for COc1ccc(Cl)cc1N1C(=O)C2CCCN2C1c1ccc(F)c(F)c1 (stereo unspecified) ?
EphA4 KYL inhibition: -1%

Results for c1ccc(Cn2nnc3cnccc32)cc1 ?
EphA4 KYL inhibition: -5%

What do the screens show for `CSc1nc2ccccc2cc1/C=C(\C#N)c1ccc(Cl)c(Cl)c1`?
EphA4 KYL inhibition: -1%

Results for COc1cccc(NC(=O)C2C3C=CC(O3)C2C(=O)NCc2cccnc2)c1 (stereo unspecified) ?
EphA4 KYL inhibition: 6%

Main list, from the start:
What do the screens show for `Cn1nc(C(F)(F)F)c(C(=O)Nc2cccc(C(F)(F)F)c2)c1SCc1ccc(Cl)cc1`?
EphA4 KYL inhibition: -5%

Results for COc1ccc(Cl)cc1N1C(=O)C2CCCN2C1c1ccc(F)c(F)c1 (stereo unspecified) ?
EphA4 KYL inhibition: -1%

Results for c1ccc(Cn2nnc3cnccc32)cc1 ?
EphA4 KYL inhibition: -5%

What do the screens show for `CSc1nc2ccccc2cc1/C=C(\C#N)c1ccc(Cl)c(Cl)c1`?
EphA4 KYL inhibition: -1%

Results for COc1cccc(NC(=O)C2C3C=CC(O3)C2C(=O)NCc2cccnc2)c1 (stereo unspecified) ?
EphA4 KYL inhibition: 6%

Results for O=C(Nc1nc(-c2ccccc2)cs1)c1ccc(Br)o1 ?
EphA4 KYL inhibition: -21%

Results for CC(C)(C)c1ccc(S(=O)(=O)CC(O)CSc2nc3c(cc2C#N)CCCC3)cc1 (stereo unspecified) ?
EphA4 KYL inhibition: -8%

How did C[N+]1(CCCCCCC(=O)/C=N/O)CCCCCC1 do in these assays?
EphA4 KYL inhibition: 3%

What do the screens show for `C=CCNc1nc(-c2ccccc2)c(C(=O)OCC)cc1C#N`?
EphA4 KYL inhibition: 1%

Results for Cc1cccc(NC(=O)CSc2nnc(-c3ccccc3)n2N)c1 ?
EphA4 KYL inhibition: -13%

How did CCCc1cc(=O)oc2c(C)c(O)c(CN3CCCCC3)cc12 do in these assays?
EphA4 KYL inhibition: -4%

How did O=S(=O)(/N=C(/Nc1ccccc1)c1ccccc1)c1ccccc1 do in these assays?
EphA4 KYL inhibition: 6%

How did O=S(=O)(c1ccccc1)N1CCCC1c1nc2ccccc2s1 (stereo unspecified) do in these assays?
EphA4 KYL inhibition: -13%

Results for CCOC(=O)c1ccc(NC(=O)CCc2ccc(C)o2)cc1 ?
EphA4 KYL inhibition: 6%

How did Cn1c(SCC(=O)c2ccc(F)cc2)nc2cccnc21 do in these assays?
EphA4 KYL inhibition: -35%

What do the screens show for `COc1ccccc1/C=N/N=C1/NC(=O)C(CC(=O)Nc2cccc(C)c2C)S1` (stereo unspecified)?
EphA4 KYL inhibition: -4%

What do the screens show for `COc1ccc(OC2C(=O)N(c3ccc(F)cc3)C2c2ccc(OC)c(OC)c2)cc1` (stereo unspecified)?
EphA4 KYL inhibition: -17%

Results for COc1ccc(S(=O)(=O)Cc2ccc(C(=O)NCc3cccnc3)o2)cc1 ?
EphA4 KYL inhibition: -8%

How did C/C(CC(=O)Nc1ccccn1)=N\NC(=O)C(=O)Nc1cccc(C)c1 do in these assays?
EphA4 KYL inhibition: 32%

How did FC(F)(F)c1cnc2c(-c3ccc(Cl)cc3Cl)noc2c1 do in these assays?
EphA4 KYL inhibition: -9%

Ordered by length of the SMILES (smallest number first): some entries from above
Results for c1ccc(Cn2nnc3cnccc32)cc1 ?
EphA4 KYL inhibition: -5%

Results for Cc1cccc(NC(=O)CSc2nnc(-c3ccccc3)n2N)c1 ?
EphA4 KYL inhibition: -13%

Results for CC(C)(C)c1ccc(S(=O)(=O)CC(O)CSc2nc3c(cc2C#N)CCCC3)cc1 (stereo unspecified) ?
EphA4 KYL inhibition: -8%

What do the screens show for `Cn1nc(C(F)(F)F)c(C(=O)Nc2cccc(C(F)(F)F)c2)c1SCc1ccc(Cl)cc1`?
EphA4 KYL inhibition: -5%

Next structures
How did COc1ccccc1C(c1nnnn1Cc1ccccc1)N1CCN(c2nc3ccccc3s2)CC1 (stereo unspecified) do in these assays?
EphA4 KYL inhibition: -28%

What do the screens show for `O=C(O)CCN1C(=O)C(=C2CCCCCC2)SC1=S`?
EphA4 KYL inhibition: -10%

Results for COc1ccc(NC(=O)CN(c2ccccc2)S(=O)(=O)c2ccccc2[N+](=O)[O-])cc1OC ?
EphA4 KYL inhibition: -9%

Results for Cc1ccc(Cn2ccc(NC(=O)c3cc(-c4cccc(Cl)c4)on3)n2)cc1 ?
EphA4 KYL inhibition: 13%

Results for COc1ccccc1OCCCOc1ccc(Cl)c(C)c1 ?
EphA4 KYL inhibition: -3%

How did C=CCn1cnc2c(c1=O)c1nc3ccccc3nc1n2-c1ccccc1 do in these assays?
EphA4 KYL inhibition: -19%

Results for Cn1ncc(N=Cc2ccccc2O)c1C(=O)N1CCOCC1 ?
EphA4 KYL inhibition: -11%

Results for COCCCNC(=O)Cn1nnc(-c2ccc(NC(=O)c3ccccc3OC)cc2)n1 ?
EphA4 KYL inhibition: -15%

How did CC(=O)Nc1ccc(NC(=O)CN2CCCC(C)C2)c(Cl)c1 (stereo unspecified) do in these assays?
EphA4 KYL inhibition: -4%

Results for O=C(CCS(=O)(=O)c1ccccc1)Nc1nccs1 ?
EphA4 KYL inhibition: -14%

Results for COc1ccc(C)cc1NC(=O)Nc1ccccc1 ?
EphA4 KYL inhibition: -2%

Results for CC1(C)Cc2c(C#N)c(N)sc(=S)c2CS1 ?
EphA4 KYL inhibition: 13%

What do the screens show for `O=C(CC1Nc2ccccc2NC1=O)NCC1COc2ccccc2O1` (stereo unspecified)?
EphA4 KYL inhibition: -2%

Results for Cc1cccc(NC(=O)CSc2ncn[nH]2)c1 ?
EphA4 KYL inhibition: -6%

What do the screens show for `O=C(CN1/C(=C(/O)c2ccccc2)C(=O)c2ccccc2S1(=O)=O)c1ccccc1`?
EphA4 KYL inhibition: -6%

Results for O=c1c2c(nc3cc(-c4cccs4)[nH]n13)CCCC2 ?
EphA4 KYL inhibition: 1%

What do the screens show for `O=C(COC(=O)c1ccc(Br)o1)NCCCc1ccccc1`?
EphA4 KYL inhibition: -11%

How did Nc1nnnn1/N=C/c1ccccc1OCc1ccc(Cl)cc1Cl do in these assays?
EphA4 KYL inhibition: -8%

What do the screens show for `O=C(Nc1cccc(OC(F)(F)F)c1)c1ccc(Br)o1`?
EphA4 KYL inhibition: 4%

How did CS(=O)(=O)c1ccc2nc(NC(=O)CCc3ccccc3)sc2c1 do in these assays?
EphA4 KYL inhibition: 2%

What do the screens show for `COc1ccc(C/C(N)=N/OC(=O)COc2ccc3ccccc3c2)cc1`?
EphA4 KYL inhibition: -1%

How did O=C(O)CC1C(=O)OCN1C(=O)OCc1ccccc1 (stereo unspecified) do in these assays?
EphA4 KYL inhibition: -5%

Results for O=C(COc1ccc2ccccc2c1)Nc1ccc(Cl)cn1 ?
EphA4 KYL inhibition: -1%

What do the screens show for `COc1cccc(S(=O)(=O)NCc2ccc3c(c2)OCO3)c1`?
EphA4 KYL inhibition: 3%

What do the screens show for `CCOC(=O)c1c(C)[nH]c(C(=O)CN2C(=O)NC(C)(c3ccc4ccccc4c3)C2=O)c1C` (stereo unspecified)?
EphA4 KYL inhibition: -18%

How did Cc1ccc(-c2cc(C(=O)Nc3cccnc3)c3ccccc3n2)o1 do in these assays?
EphA4 KYL inhibition: -4%

How did CCC1(C)Cc2c(sc3nnn(CC(=O)Nc4ccccc4C)c(=O)c23)CO1 (stereo unspecified) do in these assays?
EphA4 KYL inhibition: -1%

What do the screens show for `CC(C)Oc1ccc(N2CC(C(=O)Nc3ccc4c(c3)OCO4)CC2=O)cc1` (stereo unspecified)?
EphA4 KYL inhibition: 6%

How did O=C(CSCc1nc2ccccc2[nH]1)N1CCN(c2cccc(Cl)c2)CC1 do in these assays?
EphA4 KYL inhibition: -8%

Results for CCC(SCC(=O)OC)C(=O)Nc1nnc(C(C)C)s1 (stereo unspecified) ?
EphA4 KYL inhibition: -2%

How did CCC(=O)Nc1cc(C)c(NC(=O)CCc2ccccc2)cn1 do in these assays?
EphA4 KYL inhibition: -4%

What do the screens show for `N=c1c(C(=O)NCc2ccccc2)cc2c(=O)n3ccccc3nc2n1CCCN1CCOCC1`?
EphA4 KYL inhibition: -8%

Results for C=CCn1cc(Cl)c(=O)n(CC=C)c1=O ?
EphA4 KYL inhibition: -4%

What do the screens show for `COc1ccc(OC)c(S(=O)(=O)Nc2ccc(OCC(=O)O)cc2)c1`?
EphA4 KYL inhibition: -12%

What do the screens show for `Cn1c(CCN2CCCCC2)nc2cc(NC(=O)NC3CCCCC3)ccc21`?
EphA4 KYL inhibition: -5%

How did Cn1c(-c2ccc[nH]c2=O)nc2cc(Cl)ccc21 do in these assays?
EphA4 KYL inhibition: -4%

What do the screens show for `CCN(Cc1cc2cc(C)ccc2[nH]c1=O)S(=O)(=O)c1ccccc1`?
EphA4 KYL inhibition: -15%

How did CCn1c(SCc2ccccc2Cl)nc2ccccc21 do in these assays?
EphA4 KYL inhibition: 0%

What do the screens show for `CC(C)Cn1cnc2c(c(-c3ccccc3)c(-c3ccccc3)n2Cc2ccco2)c1=N`?
EphA4 KYL inhibition: -5%

What do the screens show for `O=C1C(=O)N(CNc2ccccn2)c2ccccc21`?
EphA4 KYL inhibition: 0%

What do the screens show for `CC1(C(=O)NC2CCCCCC2)CCC(=O)N1Cc1ccc2c(c1)OCO2` (stereo unspecified)?
EphA4 KYL inhibition: -6%

How did CCOC(=O)c1c(-c2ccc(C)s2)csc1NC(=O)c1ccco1 do in these assays?
EphA4 KYL inhibition: -3%

What do the screens show for `Brc1ccc2cccnc2c1`?
EphA4 KYL inhibition: -1%

Results for CC(=O)Nc1ccc(NC(=O)CC2Nc3cccc4cccc(c34)NC2=O)cc1 (stereo unspecified) ?
EphA4 KYL inhibition: -13%

Results for CCCCC(=O)Nc1cccc(-c2cn3ccccc3n2)c1 ?
EphA4 KYL inhibition: 0%

What do the screens show for `COc1ccccc1-n1cnnc1SCC(=O)c1cc(C)n(Cc2cccs2)c1C`?
EphA4 KYL inhibition: 8%

What do the screens show for `CC(C)NCC(O)Cn1c2c(c3ccccc31)CCc1c-2cnn1-c1ccccc1` (stereo unspecified)?
EphA4 KYL inhibition: -11%

What do the screens show for `COc1ccc(C(=O)NCc2ccccc2OC)c(OC)c1`?
EphA4 KYL inhibition: -6%

What do the screens show for `C=CCOc1ccc(CNC(C)(C)CO)cc1OC`?
EphA4 KYL inhibition: 0%

How did Cc1nn(-c2ccccc2)c2nc(=O)n(-c3ccccc3)cc12 do in these assays?
EphA4 KYL inhibition: 4%

How did CCOC(=O)c1c(N)sc(C(=O)N(C)C)c1C do in these assays?
EphA4 KYL inhibition: -8%

Results for Cc1ccc2oc(-c3ccc(NC(=O)c4cc5ccccc5o4)cc3)nc2c1 ?
EphA4 KYL inhibition: 7%

Results for Cc1cc(C)cc(N2C(=O)NC(=O)/C(=C\c3ccc(Cl)cc3)C2=O)c1 ?
EphA4 KYL inhibition: -10%

What do the screens show for `O=C(c1cccs1)c1coc2ccc(O)c(CN(CCO)CCO)c12`?
EphA4 KYL inhibition: 5%

What do the screens show for `COc1ccc(-c2c(C)nn(-c3ccccc3)c2N)cc1`?
EphA4 KYL inhibition: -3%

What do the screens show for `Cc1n[nH]c(C)c1S(=O)(=O)N1CCCC(C(=O)N2CCc3ccccc32)C1` (stereo unspecified)?
EphA4 KYL inhibition: 8%

What do the screens show for `CCOC(=O)c1c(C)oc2cc(Br)c(O)c(C=O)c12`?
EphA4 KYL inhibition: -2%

How did O=c1[nH]n(-c2ccccc2)c(=O)c(Cl)c1Cl do in these assays?
EphA4 KYL inhibition: -10%

What do the screens show for `Cc1ccc(C)c2c1sc(=NC(=O)CN1C(=O)CCC1=O)n2C`?
EphA4 KYL inhibition: 0%

How did CCCC(=O)N1CCN(c2nc(CC(C)C)c3c(c2C#N)CCC3)CC1 do in these assays?
EphA4 KYL inhibition: 1%

3 consecutive records from above, for reference:
What do the screens show for `CCOC(=O)c1c(C)[nH]c(C(=O)CN2C(=O)NC(C)(c3ccc4ccccc4c3)C2=O)c1C` (stereo unspecified)?
EphA4 KYL inhibition: -18%

How did Cc1ccc(-c2cc(C(=O)Nc3cccnc3)c3ccccc3n2)o1 do in these assays?
EphA4 KYL inhibition: -4%

How did CCC1(C)Cc2c(sc3nnn(CC(=O)Nc4ccccc4C)c(=O)c23)CO1 (stereo unspecified) do in these assays?
EphA4 KYL inhibition: -1%

Further entries:
Results for COc1ccc(C)cc1NC1=C(Cl)C(=O)N(C2CCCCC2)C1=O ?
EphA4 KYL inhibition: -4%

How did Cc1ccc(NC(=O)C(=O)NCc2ccc3c(c2)OCO3)cc1 do in these assays?
EphA4 KYL inhibition: -6%

What do the screens show for `Cc1ccc(NS(=O)(=O)c2ccc(CCC(=O)O)cc2)cc1`?
EphA4 KYL inhibition: 3%

Results for CC(C)n1c(=N)c(C(=O)NCCc2ccccc2)cc2c(=O)n3ccccc3nc21 ?
EphA4 KYL inhibition: -7%

What do the screens show for `S=C(NCc1ccco1)N1CCN(Cc2ccco2)CC1`?
EphA4 KYL inhibition: -11%

How did c1ccc(CSc2nnnn2-c2ccccc2)cc1 do in these assays?
EphA4 KYL inhibition: -30%

What do the screens show for `Cc1cccc(C)c1NC(=O)CCN1C(=O)C2C3CCC(C3)C2C1=O` (stereo unspecified)?
EphA4 KYL inhibition: 2%

What do the screens show for `CCOc1ccc(C)cc1-n1nc2ccccc2n1`?
EphA4 KYL inhibition: -4%

What do the screens show for `Cc1sc2nc(SCC(=O)NCc3cccs3)[nH]c(=O)c2c1C`?
EphA4 KYL inhibition: -9%

What do the screens show for `O=C(COC(=O)c1ccc(Cl)c(S(=O)(=O)N2CCCC2)c1)NC1CCCC1`?
EphA4 KYL inhibition: -8%

Results for COc1ccc(C(=O)N/C(=C\c2ccccc2)C(=O)NC(CCSC)C(=O)O)cc1 (stereo unspecified) ?
EphA4 KYL inhibition: -6%

How did Cc1ccc(NC(=O)C(=O)NCCN2CCN(C(=O)C(c3ccccc3)c3ccccc3)CC2)cc1 do in these assays?
EphA4 KYL inhibition: -10%

Results for O=C(Nc1ccc2oc(-c3ccccc3)nc2c1)c1ccccc1I ?
EphA4 KYL inhibition: -12%

What do the screens show for `O=C(NCc1ccco1)C1(c2ccc(Cl)cc2)CCCC1`?
EphA4 KYL inhibition: -5%

Results for CCOC(=O)c1c(-c2ccc(Cl)cc2)csc1NC(=O)COc1ccc(OC)cc1 ?
EphA4 KYL inhibition: 13%
